Assay outcomes from PubChem BioAssay.
Pf gamet viab = late stage P. falciparum gametocyte viability inhibitors, primary screen, ATP luminescence, HTS; P. falciparum stage V gametocytes, 24 h; inhibition, % at 10.9 µM; actives 0.065% (n = 150,000);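 active = inhibition above the mean plus 3 SD of compounds within the control limits, set per campaign, cut at about 38% in these data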;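 also: 0% = DMSO wells and 100% = medium only without gametocytes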
GSH bead fluor = compound fluorescence on glutathione beads, profiling panel, artefact control, biophysical, 488/530 nm, flow cytometry; GSH beads flow cytometry, compound fluorescence 488/530 nm; active compounds read high; fluorescence (KMESF) at 10 µM; actives 0.25% (n = 190,000); in the data active = fluorescence above about 89;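 also: glutathione beads carrying GST-tagged Bcl family fusion proteins plus one bare bead set; values are compound well signal with DMSO vehicle wells as background; inactives centre near 16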
Rab2 wt GTP = modulators of GTP binding to Rab2A wildtype, primary screen, biochemical, dog, bead-based flow cytometry, multiplex | AID 760, 2007 | actives 0.19% (n = 190,000) | GST-Rab2 wt beads, Bodipy-GTP binding | GTP binding activity, % at 10 µM;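 active = GTP binding activity at least 20 points away from 100%, either lowered or raised; inconclusive = signal likely due to the compound's own green fluorescence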;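 also: 0% = beads with excess unlabeled GTP and 100% = no-compound control corrected for plate trend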
ABCB1 inh = ABCB1 efflux pump inhibitors, primary screen, cell-based, multiplex, flow cytometry, ABCG2 counter-screen; inhibition, % at 6.6 µM; AID 1326, 2008; CCRF-Adr cells, JC-1 efflux; actives 0.067% (n = 190,000); in the data active = inhibition above about 40%;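 also: 0% = vehicle and 100% = reference inhibitor; higher value means more JC-1 retained so stronger ABCB1 efflux block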
ABCG2 inh = ABCG2 efflux pump inhibitors, primary screen, multiplex with ABCB1, IgMXP3 cells, flow cytometry | Broad substrate specificity ATP-binding cassette transporter ABCG2 (Homo sapiens), Q9UNQ0 | JC-1 efflux | inhibition, % at 6.6 µM | actives 0.1% (n = 190,000);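 active = inhibition above 80%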;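 also: 0% = DMSO and 100% = nicardipine control wells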
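Test system: ABCG2 IgMXP3 and barcoded ABCB1 CCRF-Adr cell mix; Schedule: cells with compound and JC-1, 10 min at 25 °C, rotating, no wash; Technique: flow cytometry of retained JC-1 fluorescence; Measure: % inhibition of efflux relative to nicardipine and DMSO; Controls: nicardipine high and DMSO low controls.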
Rab7 wt GTP bind = modulators of GTP binding to Rab7, primary screen, biochemical, wildtype, multiplex bead flow cytometry; Rab7 GTPase wild type (dog), Bodipy-FL-GTP binding; GST-Rab7 beads, fluorescent GTP binding; actives lie on both sides; untreated = 100%, excess cold GTP = 0%; GTP binding activity (percent of control), % at 10 µM; actives 0.055% (n = 190,000);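 active = fluorescent GTP binding to Rab7 beads changed by at least 20 points from the 100% baseline, either direction, mostly lower; inconclusive = compound itself probably fluorescent, or too few beads counted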;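 also: median green fluorescence of bound Bodipy-FL-GTP per Rab7 bead population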
Rac1 mut GTP = GTP binding modulators of activated mutant Rac1, primary screen, biochemical, bead-based flow cytometry, multiplex, fluorescent GTP; actives 0.11% (n = 190,000); percent activity (GTP binding), % at 10 µM; GST-Rac1 activated beads; actives lie on both sides; 100% means binding = to untreated wells;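 active = GTP binding at least 20 percentage points away from the 100% baseline, in either direction, so actives lie on both sides; inconclusive = Compound likely fluorescent itself, or too few beads counted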
Cdc42 wt GTP = modulators of GTP binding to wildtype Cdc42, primary screen, biochemical, multiplex bead flow cytometry, Bodipy-GTP; Cell division control protein 42 homolog (Homo sapiens), P60953; GST-Cdc42 beads; actives lie on both sides; percent activity (GTP binding), % at 10 µM; actives 0.2% (n = 190,000);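 active = percent activity GTP binding at least 20 points away from the 100% baseline, either down as inhibitor or up as activator; inconclusive = compound flagged as likely green fluorescent from well-wide comparison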;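 also: median bead fluorescence of bound Bodipy-FL-GTP at 100 nM; 0% = excess unlabeled GTP control and 100% = no compound control; below 100% means less GTP binding so inhibitor and above means activator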
Avidin fluor = green autofluorescence of compounds with avidin beads – biophysical, 488/530 nm, flow cytometry, artefact control, profiling panel; fluorescence (KMESF) at 10 µM; compound fluorescence 488/530 nm; active compounds read high; AID 1775, 2009; actives 0.38% (n = 220,000); in the data active = fluorescence above about 47; also: inactives centre near 10
Rac1 wt modul = wildtype Rac1 GTP binding modulators, primary screen, biochemical, GST-Rac1 beads, flow cytometry, multiplex | actives 0.27% (n = 190,000) | Ras-related C3 botulinum toxin substrate 1 (Homo sapiens), P63000 | GTP binding activity (% of control), % at 10 µM | fluorescent GTP binding; actives lie on both sides; 0 = cold GTP competed, 100 = untreated;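 active = GTP binding activity at least 20 points away from the 100% control level, either lower or higher; inconclusive = compound flagged as likely green fluorescent, judged across all proteins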
HRas wt GTP bind = modulators of GTP binding to HRas wildtype, primary screen, biochemical, bead-based flow cytometry, multiplex | actives 0.14% (n = 190,000) | GTPase HRas (Homo sapiens), P01112 | GTP binding activity, % at 10 µM | GST-Ras wt beads, Bodipy-FL-GTP binding; actives lie on both sides;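 active = GTP binding activity at least 20% away from the 100% baseline, either lowered as inhibitor or raised as activator; inconclusive = flagged as likely green fluorescent, judged across all proteins in the well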;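 also: 0% = unlabeled GTP competition control and 100% = no-compound control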
Numbers without * were called inactive; ? = inconclusive; · = not tested or not shown.

Results follow in this order: Rac1 mut GTP	Cdc42 wt GTP	Pf gamet viab	ABCG2 inh	ABCB1 inh	HRas wt GTP bind	Rab2 wt GTP	Rac1 wt modul	Rab7 wt GTP bind	Avidin fluor	GSH bead fluor
> O=[N+]([O-])c1ccc(NCCCNS(=O)(=O)c2ccccc2)cc1
 : 95	95	-7	14	0.9	97	96	102	94	5	20
> CC(=O)N/C(=C/c1ccc(OS(=O)(=O)c2ccc(C)cc2)cc1)C(=O)NCCO
 : 102	99	-7	0	-0.1	102	100	106	101	6	11
> CSc1ccccc1NC(=O)c1ccc(C)o1
 : 97	100	4	2	0.3	99	99	93	98	33	26
> Cc1nnc2sc(SCC(=O)Nc3ccc(Cl)cc3)nn2c1=O
 : 93	97	-24	0	-0.3	96	94	99	95	27	16
> CC(C)CCNC(=O)COc1ccc(C(=O)c2ccccc2)cc1
 : 98	94	2	5	0.5	97	95	99	96	26	17
> CCOC(=O)C(=O)N(Nc1ccccc1C)c1ccccc1C
 : 99	99	2	3	0.7	96	98	100	95	11	15
> COc1ccccc1-c1nc(S(=O)(=O)c2ccc(Cl)cc2)c(N(C)C)o1
 : 90	93	·	1	-0.1	95	94	95	97	13	27
> Cc1cc(-c2n[nH]c(=S)n2Cc2ccco2)nn1C
 : 103	105	1	-1	-0.4	103	102	104	95	12	15
> O=C(COC(=O)c1ccccc1Oc1ccccc1)NC1CCS(=O)(=O)C1 (stereo not given)
 : 97	102	·	0	0.1	99	99	97	97	48*	13
> Cc1cc(C)cc(N(C(=O)C2CCCC2)C2C=CS(=O)(=O)C2)c1 (stereo not given)
 : 102	103	12	2	0.4	103	104	103	102	16	20
> Cc1ccc(C)c(S(=O)(=O)Nc2cc(SCC(=O)O)c(O)c3ccccc23)c1
 : 98	95	·	-4	-1.1	99	99	101	103	6	5
> COc1ccc(/C=N/NC(=O)c2cc(O)c(O)c(O)c2)cc1Cn1cc([N+](=O)[O-])cn1
 : 95	84	-9	-4	-0.9	90	89	92	99	7	6
> CCN1CCN(C(=O)c2nn(-c3ccccc3)c(=O)c3ccccc23)CC1
 : 98	101	-1	0	0.1	100	99	103	97	39	18
> O=c1c(-c2cccc3ccccc23)[n+]([O-])c2ccccc2n1O
 : 96	97	·	-4	-6.6	97	98	96	97	9	34
> COC(=O)C1Sc2[nH]c(=O)sc2C2c3ccccc3OC(=O)C12 (stereo not given)
 : 101	105	-11	3	0.6	105	103	111	108	23	9
> CC1=CC(=O)C(C(C)C)=C/C1=N\OC(=O)c1cccc2nc(C)oc12
 : 99	101	6	33	1.0	98	97	102	99	11	12
> O=[N+]([O-])c1cc(S(=O)(=O)N2CCCC2)ccc1N/N=C1/CCCc2ccccc21
 : ?	?	10	0	0.1	?	?	?	?	2	6
> CCc1cccc(NC(=O)Cn2cccc2)c1
 : 101	103	-3	2	-0.1	101	103	104	102	22	19
> Cc1cc(C(C)C)n2c(nc3ccccc32)c1C#N
 : 93	93	·	0	-0.4	95	95	94	97	11	12
> CC(=O)Nc1cccc(C(=O)OCc2ccc([N+](=O)[O-])cc2)c1
 : 97	96	·	5	0.1	95	98	97	102	5	11
> Cc1ccc(CNC(=O)c2c(C)cc(=O)oc2C)cc1
 : 97	105	-46	30	1.3	99	101	104	99	23	23
> COc1cc(/C=N/N2C(=O)CSC2=S)cc(Br)c1O
 : 91	92	·	-1	-0.7	95	94	96	103	9	14
> O=Cc1ccc(-c2ccccc2C(=O)O)o1
 : 97	98	-15	3	0.6	100	101	102	105	13	21
> Cn1c(SCc2cccc3ccccc23)nnc1-c1ccco1
 : 102	103	·	5	0.6	105	104	108	105	15	14
> CCOC(=O)Cn1c(=O)oc2cc(S(=O)(=O)N3CCN(c4ccccn4)CC3)ccc21
 : 99	99	·	-3	-3.0	102	100	106	100	9	18
> CSc1nnc(-c2ccc(O)cc2)n1C
 : 99	99	·	-1	-0.2	97	99	101	97	22	15
> O=C(c1ccc(Br)o1)N(c1ccccn1)C1CCCCC1
 : 102	105	·	5	1.0	104	101	109	99	12	15
> CC(C)(C)OC(=O)N[C@@H](Cc1c[nH]c2ccccc12)c1nnc(SCC(N)=O)o1
 : 93	96	-15	3	0.3	95	94	93	96	11	60
> COc1ccc(-c2cc(C(=O)NNC(=S)NC(=O)c3c(-c4ccccc4)noc3C)[nH]n2)cc1
 : 87	90	-8	-4	0.0	91	90	90	97	11	14
> Cc1ccc(S(=O)(=O)N(C)c2ccc(OCC(=O)OCc3c(C)noc3C)cc2)cc1
 : 98	99	·	1	0.8	98	98	100	101	13	27
> CO/N=C/c1ccc(N2CCCC2)c([N+](=O)[O-])c1
 : ?	?	-5	3	0.8	?	?	?	?	11	13
> O=C(Nc1ccccc1Cl)OCc1cncs1
 : 96	96	13	4	1.9	96	96	100	99	11	15
> N#Cc1c(N)n(CCNC(=O)c2cccs2)c2nc3ccccc3nc12
 : 92	92	·	4	1.4	90	88	84	92	28	23
> CCOc1cc2[nH]c(=O)n(CCC(=O)NCCc3ccccc3)c(=O)c2cc1OCC
 : 99	98	1	1	0.1	100	100	102	103	37	21
> Cc1cccc(Nc2nc(N)nc(CN3CCN(C)CC3)n2)c1
 : 98	99	4	0	0.4	97	100	100	95	11	30
> CN1CCN(S(=O)(=O)c2ccc(NC(=S)NC(=O)C3CCCC3)cc2)CC1
 : 98	98	·	6	3.5	98	99	99	102	3	10
> CCOc1nc(-c2ccccc2O)nc2ccccc12
 : 103	98	·	2	0.1	102	103	105	104	9	17
> CCCn1c(SCC(=O)NC)nnc1C(C)C
 : 93	95	11	2	0.0	95	95	93	96	8	55
> O=C(CN(C1CCCCC1)S(=O)(=O)c1ccccc1)N1CCCC1
 : 94	99	·	0	0.6	97	99	104	96	10	24
> CC(=O)N1N=C(c2cccs2)CC1c1ccc(C)o1 (stereo not given)
 : 94	94	10	3	0.5	94	96	101	97	6	21
> CNC(=O)/C=C/c1cccc(C(F)(F)F)c1
 : 100	103	·	12	0.1	102	102	104	102	12	10
> Cn1c(Cn2c(=O)sc3ccccc32)nnc1SCC(=O)NCc1ccccc1Cl
 : 100	102	·	2	0.7	100	100	103	100	28	16
> O=C1CCc2cc(S(=O)(=O)N3CCCC3C(=O)NC3CCCCCCC3)ccc2N1 (stereo not given)
 : 98	103	·	-2	-1.7	100	102	104	102	6	20
> O=C(COC(=O)c1ccccc1NC(=O)C1CC1)c1ccc2c(c1)OCCO2
 : 99	100	·	10	3.4	100	99	102	99	3	10
> Cc1ccc(-c2nnn(CC(=O)NC3CC4CCC3C4)n2)cc1 (stereo not given)
 : 98	100	·	7	0.4	99	99	100	98	6	27
> COc1cccc(C(=O)N2CCN=C2SCc2cccnc2)c1OC
 : 97	98	·	-3	-1.3	100	100	101	95	6	19
> COc1ccc(C2=NOC(C(=O)Nc3ccc4c(c3)OCO4)C2)cc1OC (stereo not given)
 : 97	96	10	6	1.1	99	96	100	102	13	12
> CC(/C=N/NC(=O)Cn1cnc2c1c(=O)n(C)c(=O)n2C)=C\c1ccccc1
 : 99	100	·	5	1.4	100	101	104	98	4	10
> CCN(CC)CCOC(=O)c1ccc(NC(=O)c2cccc(C)c2[N+](=O)[O-])cc1
 : 94	95	-12	15	0.8	94	93	101	96	6	12
> Cc1ccc(C(=O)Oc2ccccc2N2C(=O)C3C4CCC(C4)C3C2=O)cc1 (stereo not given)
 : 100	103	12	1	0.9	101	103	105	99	2	5
> Cn1c(=O)c2c(nc(N3CCCCCC3)n2CC(=O)c2ccccc2)n(C)c1=O
 : 104	103	·	7	1.5	104	104	113	104	8	18
> COCCNC(=S)N1CCN(c2ccc(Cl)cc2)CC1
 : 96	100	7	9	0.9	100	99	105	102	8	18
> CC(C)Cn1cc(C(=O)NCCCN2CCCC2=O)c2c3ccccc3n(C)c2c1=O
 : 92	94	2	16	0.8	94	94	93	94	10	32
> Cn1c(SC2CCCCC2=O)nnc1-c1ccncc1 (stereo not given)
 : 101	104	9	4	0.6	103	98	108	102	24	14
> CCCCn1c(=N)n(CC(O)COc2ccc(C)cc2)c2ccccc21 (stereo not given)
 : 101	106	10	0	0.2	101	102	108	102	15	35
> Cc1ccc(SC(C)c2nc(-c3cccnc3)no2)cc1 (stereo not given)
 : 94	98	·	5	0.9	95	95	98	94	1	19
> NC(=O)c1sc2nc(-c3ccccc3)c3c(c2c1N)CCCC3
 : 91	85	0	15	1.1	91	89	83	101	10	10
> CCCCc1ccc(NC(=S)Nc2ccc(Nc3ccc(OC)cc3)cc2)cc1
 : 102	98	-14	2	-0.5	99	100	103	103	8	10
> CCn1cc(NC(=O)Nc2ccccc2C(=O)OC)c(C(N)=O)n1
 : 94	94	7	-2	-0.7	92	94	92	89	7	21
> CCn1c(C)c(C(C)=O)c(N2CCN(c3ccc(OC)cc3)CC2)nc1=S
 : 93	97	14	8	0.5	95	96	96	95	10	13

Avidin fluor, hit marks shown above.
SMILES	Rac1 mut GTP	Cdc42 wt GTP	ABCG2 inh	HRas wt GTP bind	Rab2 wt GTP	Rab7 wt GTP bind	Avidin fluor	GSH bead fluor
O=C(COC(=O)c1ccccc1Oc1ccccc1)NC1CCS(=O)(=O)C1 (stereo not given)	97	102	0	99	99	97	48*	13

Next entries
Results follow in this order: Rac1 mut GTP	Cdc42 wt GTP	Pf gamet viab	ABCG2 inh	ABCB1 inh	HRas wt GTP bind	Rab2 wt GTP	Rac1 wt modul	Rab7 wt GTP bind	Avidin fluor	GSH bead fluor
> Cc1[nH]nc2c1C(c1ccccc1F)CC(=O)N2 (stereo not given)
 : 101	106	·	2	0.4	104	104	104	106	5	17
> O=C(COc1ccccc1)NC(Cc1c[nH]c2ccccc12)C(=O)O (stereo not given)
 : 99	101	-33	4	1.3	101	102	100	105	22	24
> CC1Cc2ccccc2N1S(=O)(=O)c1cccc(C(=O)NCCCn2ccnc2)c1 (stereo not given)
 : 100	104	7	5	0.0	107	108	113	109	6	13
> O=C(NCCCN1CCOCC1)c1ccc2c(=O)n(CCc3ccccc3)c(=O)[nH]c2c1
 : 97	101	·	1	0.2	100	99	99	97	8	36
